# Bioassay records (PubChem)
# hcGAS lum: Primary biochemical luminescence assay for human cyclic GMP-AMP synthase inhibitors; inhibition, % at 12.5 µM; actives 0.081% (n = 290,000); Q8N884; recombinant h-cGAS, ATP depletion, Kinase-Glo luminescence;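 note: 0% = vehicle reaction and 100% = reaction without DNA for no activity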
# Target sequence (Q8N884 whole entry, looked up): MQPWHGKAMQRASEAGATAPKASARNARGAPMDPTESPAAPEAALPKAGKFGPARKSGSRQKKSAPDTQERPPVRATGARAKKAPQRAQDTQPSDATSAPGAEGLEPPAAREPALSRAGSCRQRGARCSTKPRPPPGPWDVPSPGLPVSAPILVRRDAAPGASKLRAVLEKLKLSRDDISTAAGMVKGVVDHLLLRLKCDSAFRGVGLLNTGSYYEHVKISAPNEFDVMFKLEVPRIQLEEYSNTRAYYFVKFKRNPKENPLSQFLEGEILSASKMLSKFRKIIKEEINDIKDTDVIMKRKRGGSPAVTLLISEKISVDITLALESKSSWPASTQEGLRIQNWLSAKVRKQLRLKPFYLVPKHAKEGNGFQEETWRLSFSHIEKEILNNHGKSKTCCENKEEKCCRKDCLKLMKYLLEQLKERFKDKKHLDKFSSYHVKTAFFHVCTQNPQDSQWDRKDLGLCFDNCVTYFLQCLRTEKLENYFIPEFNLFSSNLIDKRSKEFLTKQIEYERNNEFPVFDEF
# NPYLR7 ag: agonists of mosquito NPYLR7 receptor, primary screen, cell-based, Aedes aegypti, calcium fluorescence, mosquito biting behavior | activation, % at 10 µM | HEK293T NPYLR7/Galpha15, GCaMP6s calcium fluorescence | actives 0.15% (n = 270,000); in the data active = activation above about 40%;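 note: 0% = vehicle and 100% = reference agonist at the receptor; some compounds past the cut are filed as inactive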
# mcGAS lum: cyclic GMP-AMP synthase inhibitors, mouse, primary biochemical chemiluminescence; Q8C6L5; recombinant cGAS, Kinase-Glo ATP depletion luminescence; inhibition, % at 12.5 µM; actives 0.15% (n = 160,000); AID 1259399, 2018;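 note: 0% = negative control wells and 100% = reference inhibitor with no enzyme activity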
# * marks the source's active call; other numbers are inactive results; . = not tested or not shown. Cut-off read from the data, not from the text of the source, unless noted: active = inhibition above about 40%; inactive = the rest.
SMILES,hcGAS lum,NPYLR7 ag,mcGAS lum
O=S1(=O)CCC(S(=O)(=O)NCc2ccccc2)C1 (stereo unspecified),6,6,.
Cc1nc(-c2ccncc2)ncc1C(C)NC(=O)CCc1cccs1 (stereo unspecified),-8,19,.
COc1ccc(CN2CCCC(Nc3ccccc3)C2)cc1Cn1cccn1 (stereo unspecified),-5,-6,-3
CCS(=O)(=O)NCCc1csc(-c2ccc(OC)c(OC)c2)n1,-6,0,.
COC[C@@H]1CCCN1C(=O)c1ccc(-n2nc(-c3cccc(Cl)c3)cc2N)cc1,2,-7,2
COc1ccc(S(=O)(=O)CCCC(=O)N(Cc2ccccc2)c2nc3ccccc3s2)cc1,-5,7,-8
O=[N+]([O-])c1ccc(OC(F)F)c(C=NNc2ccc([N+](=O)[O-])cc2C(F)(F)F)c1,-8,5,.
Cc1cc(C)c(S(=O)(=O)N2CCN(c3nc(C4CC4)nc4sc(C)c(C)c34)CC2)c(C)c1,-5,-9,-6
COc1cccc(COC2CCCN(C(=O)c3ccc(Cl)c(Cl)c3)C2)c1 (stereo unspecified),-3,-2,-4
O=C(O)c1nc(C2CC2)n(-c2ccccc2Cl)n1,0,4,.
COc1cc(/C=N\Nc2cc(N3CCOCC3)nc(N3CCOCC3)n2)ccc1O,5,1,1
CN1CCN(CCc2ccc(NC(=O)c3cccnc3N3CCCCC3)cc2)CC1,-9,0,-8
O=C1c2cccc3cccc(c23)C(=O)N1CC1CCN(CC(O)COc2ccc3ccccc3c2)CC1 (stereo unspecified),-18,4,.
Cc1ccc(-c2csc(NC(=O)C3C4CCC(C4)C3C(=O)O)n2)cc1 (stereo unspecified),3,-3,-4
Oc1ccc(N=Nc2ccc3c(c2)OCCO3)c2cccnc12,-11,1,-10
O=C(CN1CCN(S(=O)(=O)c2ccc(Cl)cc2)CC1)NC1CCCCC1,-6,3,.
CC(C)c1noc(CCn2ccnc2-c2ncc[nH]2)n1,-5,16,.
COC1CCN(C(=O)CC2C(=O)NCCN2CC(c2ccccc2)c2ccccc2)CC1 (stereo unspecified),-6,15,.
Cc1c(N=Cc2ccc(Cl)cc2Cl)c(=O)n(-c2ccccc2)n1C,0,-4,-3
Cc1ccc(Cn2c(C)c(C(=O)NCc3cccc([N+](=O)[O-])c3)sc2=O)cc1,-4,-8,.
O=C(NC1CCCCC1)N1CC[C@@]2(C1)[C@@H](O)CN(c1ccccc1)S2(=O)=O,-2,5,-2
Cc1nc(COc2ccc(C(=O)N3CCCC(C(=O)O)C3)cc2)cs1 (stereo unspecified),-5,-3,-9
O=S(=O)(c1ccccc1OC(F)(F)F)N1CCC(c2c[nH]c3ccc(F)cc23)CC1,-6,35,-8
CCn1cc(CN2CCCC(OCc3nc(C4CC4)no3)C2)cn1 (stereo unspecified),-9,.,-5
CCc1nc(SCC(=O)NC(=O)NC2CC2)n[nH]1,4,1,.
COCCN(CC(=O)Nc1cc(-c2ccccc2)nn1-c1ccc(F)cc1)C(=O)Nc1ccc(OC)cc1OC,4,.,-2
CCCN(C(=O)Cc1coc2cc(C)c(C)cc12)C1CCS(=O)(=O)C1 (stereo unspecified),-14,12,-5
CSCCC(=O)Nc1cc(C(C)(C)C)nn1-c1cccc(F)c1,-2,9,-4
Cc1nc(C(F)(F)F)nc(N2CC[C@H](CO)[C@@H](O)C2)c1C,1,1,-12
O=C(Cn1ccc(=O)c2sccc21)Nc1ccc(Br)cc1,3,0,.
O=C(NCCC(=O)N1CCC[C@H]1CO)c1ccc(F)cc1,-6,6,-13
O=C(c1ccc(CSc2nc(N3CCN(Cc4ccccc4)CC3)cc(C(F)(F)F)n2)o1)N1CCOCC1,-13,11,-6
CC1CCC(C(C)C)C(OCC(O)CN2CCCCC2)C1 (stereo unspecified),2,0,2
Cc1cc2ncc(-c3[nH]ncc3[N+](=O)[O-])cn2n1,0,-7,-6
Cc1ccccc1NC(=O)CC(=O)N(C)Cc1snnc1C,-1,23,.
CCN(Cc1nccn1Cc1ccccc1C)C(=O)c1ccc(F)cc1,-10,6,-7
CC(C)(C)c1[nH]ncc1C1Nc2ccccc2C(=O)N1C1CC1 (stereo unspecified),-4,-3,-6
Cc1ccc(-n2cccn2)c(CN(C)CC2CCN(Cc3ccc(C)o3)CC2)c1,-6,3,.
COc1cccc(NC(=O)NNC(=O)c2ccc(=O)n(Cc3ccc(C)cc3)c2)c1,-12,4,.
COc1ccc2nc(-c3ccc(NC(=O)NCc4ccccc4)cc3)cn2n1,-6,5,-10
c1csc(-c2nnc(SCc3ccc4c(c3)OCO4)n2C2CC2)c1,-8,2,.
CC1Cc2ccccc2N1C(=O)CCCn1nc(-c2ccc(F)cc2)ccc1=O (stereo unspecified),-6,10,-10
Cc1nccn1CCC(=O)N1CCN(Cc2ccc(F)cc2)C(=O)C1,0,-2,.
COc1ccc(-c2c(C)sc(=Nc3ccccc3)n2N2CCOCC2)cc1,-5,0,.
O=C(Cc1ccc2c(c1)OCO2)N1CCC2(CCCO2)CC1,-5,9,-13
Cc1n[nH]c(=O)c(C(=O)N(C)c2nc3c(s2)CC(c2ccccc2)CC3)c1C (stereo unspecified),-4,-3,-9
COc1c2c(c(OC)c3occc13)OC1(CCN(Cc3ccc(C(C)C)cc3)CC1)CC2=O,-5,12,.
Cc1c(C(=O)N2C[C@H]3C[C@H](O)[C@H](O)C[C@H]3C2)n(C)c2c(C)cccc12,-2,3,-9
O=C(CCC1=NNC(=O)CC1)NCc1ccc2nsnc2c1,1,-1,.
C=CCn1c(SCc2nc(C(=O)OCC)cs2)nnc1-c1ccc(OC)cc1,-3,-9,1
COCC(=O)N(CCN1C(=O)CSC1c1ccc(F)cc1)C(C)C (stereo unspecified),-3,25,-5
COc1ccc(CN(C)CC(=O)Nc2ccccc2C(=O)NC2CC2)cc1F,-5,10,-6
CCC(C)N(Cc1nc(C(=O)NCc2cccnc2)co1)Cc1ccc(OC)cc1OC (stereo unspecified),-1,12,-5
COc1ccc(NC(=O)C2CC=CCC2C(=O)N2CCN(c3ccccn3)CC2)cc1 (stereo unspecified),-4,-7,.
CN(C)C(=O)OCCCc1n(C)cc[n+]1C,-3,23,.
CC(C)(C)c1cc(NC(=O)CSc2nnc(-c3cccs3)n2C2CC2)on1,0,1,.
NC1CCN(c2ccccc2C(=O)NCc2ccc(-c3ccccc3)cc2)CC1,-4,-8,-1
COc1ccc(-c2cc(=O)n(CCc3ccccn3)[nH]2)cc1,16,-7,8
COc1ccc(CN2CCN(C(C)C(=O)Nc3ccc(Br)cc3)CC2)cc1F (stereo unspecified),-13,1,.
Cc1ccc(-c2nc(-c3cccnc3)no2)cc1,-4,5,-6

# Continued.
SMILES,hcGAS lum,NPYLR7 ag,mcGAS lum
NC(=O)c1ccsc1NC(=O)CSc1nnc(NC2CC2)s1,-6,-2,-4
Nc1nnc(C2CCC(=Cc3ccc(Cl)cc3)C2=O)s1 (stereo unspecified),-7,3,6
Cc1ccc(NC2CCCN(C(=O)CCC(F)(F)F)C2)cc1C (stereo unspecified),1,1,.
Cc1nc2ccccn2c(=O)c1NC(=O)c1ccc(F)cc1,-9,2,.
CCOC(=O)NC(C(=O)Nc1nncs1)C(C)C (stereo unspecified),-12,15,.
Cc1cc(C)c2nc(NC(=O)/C=C/c3ccccc3)sc2c1,-3,-2,-3
CCc1ccc(NC(=O)CSc2nc3c(c(=O)[nH]2)CN(C(C)c2ccccc2)CC3)cc1 (stereo unspecified),-5,-7,-5
COCCN(Cc1ccc(Cl)s1)c1ccc(OC)c(OC)c1,-10,3,.
COc1ccc2c(c1)C1(CC(=O)N(Cc3ccccc3)C1=O)C(=O)N2CCCn1c(=O)c2c(ncn2C)n(C)c1=O (stereo unspecified),-4,3,-5
COc1cccc(OC)c1C(=O)Nc1c(C)nc2c(C)cccn2c1=O,-7,-3,.
CCN(CC)S(=O)(=O)c1ccc(N/N=C2\CC(C)CC(C)(C)C2)nc1 (stereo unspecified),-11,3,.
NC(=O)c1cccnc1Sc1nnnn1C1CC1,1,9,.
Cc1ccc(-c2cc(CC(=O)N3CC(C)OC(C)C3)no2)cc1 (stereo unspecified),-7,10,-8
CS(=O)(=O)N1CCc2cc(Br)ccc21,-1,3,.
COc1ccccc1C1(CNC(=O)c2cnc(C)cn2)CCCC1,-4,3,.
CC(=O)Nc1cccc(NC(=O)Cc2ccccc2C)c1C,-2,1,.
CC(O)c1ccc(N2CCN(CC(=O)N(C)c3ccccc3)CC2)c(F)c1 (stereo unspecified),-5,-4,.
O=C(COc1ccc2ccccc2c1)NN1S(=O)(=O)c2ccccc2S1(=O)=O,-10,3,-1
C=CCN(CC(=O)N(CCc1ccccc1)Cc1ccc(C)o1)C(=O)c1ccc(OC)cc1,-3,.,-5
CCC(O)CN(CCOC)Cc1cccc(OC)c1OC (stereo unspecified),-5,-3,-7

# Single entries from above:
# Value of COc1ccccc1C1(CNC(=O)c2cnc(C)cn2)CCCC1 in hcGAS lum: -4
# Value of CC(=O)Nc1cccc(NC(=O)Cc2ccccc2C)c1C in NPYLR7 ag: 1

# Continued.
SMILES,hcGAS lum,NPYLR7 ag,mcGAS lum
COc1cc(OC)cc(-c2nnc(SCc3cccc(C(F)(F)F)c3)n2C2CCCCC2)c1,-2,10,-3
CC(C)C1CN(C(=O)Cn2cncn2)CCC(=O)N1Cc1ccc(F)cc1 (stereo unspecified),-6,5,-13
O=C(C[n+]1cc(-c2ccccc2)n2c1CCCCC2)c1ccccc1,-6,-4,-8
N#CC(c1ccccc1)N1CCN(C(=O)C=Cc2ccc3c(c2)OCO3)CC1 (stereo unspecified),-5,0,-6
CN(CC1CCCN(CCc2cccc(C(F)(F)F)c2)C1)C(=O)c1ccccn1 (stereo unspecified),-7,-1,.
Cc1nc(CC(=O)N2CCC(n3cnc4cc(C(F)(F)F)ccc43)CC2)c(C)s1,-2,-3,-1
C#CCOCC1CCCN(S(=O)(=O)Cc2ccccc2)C1 (stereo unspecified),-7,5,.
CCc1cc(N2CCC(NC(=O)c3ccc4cc[nH]c4c3)CC2)ncn1,-9,1,.
COC(=O)C1=CO[C@@H](C)[C@H]2CN3CCc4c([nH]c5ccccc45)[C@@H]3C[C@H]12,-7,-4,.
COc1cc(OC)cc(C(=O)NCC2CCCN(C(=O)CCSC)C2)c1 (stereo unspecified),-10,9,.
CCC1C=CCN1C(=O)c1cc(COc2ccc3sc(C)nc3c2)on1 (stereo unspecified),-6,3,-12
CN1C(=CC=C2C(=O)CC(C)(C)CC2=O)C(C)(C)c2ccccc21,-8,298*,.
O=C(Nc1cccc(C2SCC(=O)N2c2ccc(C(F)(F)F)cc2)c1)c1ccccc1Cl (stereo unspecified),-1,2,-3
Cc1ccc(-c2csc3ncnc(NCC4COCCO4)c23)cc1C (stereo unspecified),-3,3,.
COc1ccc(CNC(=O)CSc2nccn3nc(-c4cccc5ccccc45)cc23)cc1OC,-6,-3,-9
O=C(CC1CSc2nccc(=O)n21)NCc1cccs1 (stereo unspecified),-5,-2,.
Cc1cc(OCC(=O)OCC(=O)c2ccc3c(c2)CCC3)ccc1Cl,-6,-4,-6
COc1ncccc1-c1nc(C(F)(F)F)nc(C)c1C,-2,2,.
O=C(O)c1cccnc1SC1CC(=O)N(c2ccc(Cl)cc2[N+](=O)[O-])C1=O (stereo unspecified),-2,-9,-4
CCc1nc2n(n1)C(=O)C(C(c1cccc(Br)c1)N1CCN(C)CC1)S2 (stereo unspecified),-8,-3,-8

# Some of these compounds in order of molar mass, highest first:
SMILES,hcGAS lum,NPYLR7 ag,mcGAS lum
Cc1nc(CC(=O)N2CCC(n3cnc4cc(C(F)(F)F)ccc43)CC2)c(C)s1,-2,-3,-1
CCC1C=CCN1C(=O)c1cc(COc2ccc3sc(C)nc3c2)on1 (stereo unspecified),-6,3,-12
CCc1cc(N2CCC(NC(=O)c3ccc4cc[nH]c4c3)CC2)ncn1,-9,1,.
COc1ncccc1-c1nc(C(F)(F)F)nc(C)c1C,-2,2,.

# (listing goes on)
SMILES,hcGAS lum,NPYLR7 ag,mcGAS lum
Cc1cc(=O)[nH]c(-n2nc(-c3cccs3)cc2NC(=O)COc2ccccc2F)n1,-8,2,.
Cc1cc(C)cc(NC(=O)CC(NCCN(C)C)C(=O)O)c1 (stereo unspecified),-4,4,-7
COCC(=O)NCC1c2cc(OC)c(OC)cc2CCN1Cc1cccc(C)c1 (stereo unspecified),-6,.,-4
COc1ccc(-c2ccc(NS(C)(=O)=O)nc2)c(OC)c1OC,-7,-2,.
COc1cccc(-n2c(=O)[nH]c3sc4c(c3c2=O)CCN(C(=O)c2cc(C)ccc2Cl)C4)c1,-10,12,-4
CSc1ccc(C(=O)c2[nH]c(=O)[nH]c2C)cc1,2,-11,9
COc1ccc(C(=O)N2CCCC2)c(OC2CCN(C(=O)C3CC=CCC3)CC2)c1 (stereo unspecified),-7,1,.

# Profiles, looked up by structure. Order of screens: hcGAS lum	NPYLR7 ag	mcGAS lum
# Shown for O=C(Cc1ccc2c(c1)OCO2)N1CCC2(CCCO2)CC1 → -5	9	-13
# Shown for Cc1c(C(=O)N2C[C@H]3C[C@H](O)[C@H](O)C[C@H]3C2)n(C)c2c(C)cccc12 → -2	3	-9
# Shown for COc1ccc2nc(-c3ccc(NC(=O)NCc4ccccc4)cc3)cn2n1 → -6	5	-10
# Shown for CCCN(C(=O)Cc1coc2cc(C)c(C)cc12)C1CCS(=O)(=O)C1 (stereo unspecified) → -14	12	-5
# Shown for NC1CCN(c2ccccc2C(=O)NCc2ccc(-c3ccccc3)cc2)CC1 → -4	-8	-1
